# MCL1 BIM primary: disrupts human MCL1 binding to BIM-BH3 peptide. 0.68% of 320,000 active. inhibition, % at 10.9 µM. AID 2057. GST-MCL1 / FITC-Bim-BH3 fluorescence polarization. Q07820;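 active = inhibition above the mean inhibition of all tested compounds plus 3 SD, set per campaign, cut at about 40% in these data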;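 note: 0% = DMSO wells and 100% = unlabeled Bim-BH3 peptide control; higher means more loss of mP so more displacement of Bim peptide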
# Target sequence (Q07820 whole entry, looked up): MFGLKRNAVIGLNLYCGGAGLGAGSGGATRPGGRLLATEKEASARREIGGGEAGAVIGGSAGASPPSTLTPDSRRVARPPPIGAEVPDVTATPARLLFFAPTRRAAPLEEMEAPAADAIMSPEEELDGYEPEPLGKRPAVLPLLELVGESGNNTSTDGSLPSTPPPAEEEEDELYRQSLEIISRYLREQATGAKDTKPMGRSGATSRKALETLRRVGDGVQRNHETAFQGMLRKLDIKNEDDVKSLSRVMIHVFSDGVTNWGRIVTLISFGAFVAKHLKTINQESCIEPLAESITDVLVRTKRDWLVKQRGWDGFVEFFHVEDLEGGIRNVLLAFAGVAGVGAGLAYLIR
# BCLXL inh: blocks human Bcl-xL binding to Bim BH3 peptide; 0.7% of 320,000 active; inhibition, % at 10.9 µM; GST-Bcl-xL / FITC-Bim BH3 peptide fluorescence polarization;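 active = inhibition above the mean of all tested compounds plus 3 SD, cutoff set per campaign, cut at about 30% in these data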;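 note: 0% = DMSO wells and 100% = unlabeled Bim-BH3 peptide competitor; inhibitors lower millipolarization by displacing the labeled peptide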
# Target sequence (Q07817 whole entry, looked up): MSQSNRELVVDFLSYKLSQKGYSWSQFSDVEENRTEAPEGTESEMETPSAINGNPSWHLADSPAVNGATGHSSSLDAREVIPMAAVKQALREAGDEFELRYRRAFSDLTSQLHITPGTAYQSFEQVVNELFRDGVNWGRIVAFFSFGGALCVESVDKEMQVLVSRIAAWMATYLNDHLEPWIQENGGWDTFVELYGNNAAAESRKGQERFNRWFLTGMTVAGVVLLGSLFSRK
# AGP1-GFP MLPCN: alters AGP1-GFP fluorescence in TOR pathway yeast screen; S. cerevisiae AGP1-GFP multiplex flow cytometry, 3 h; GFP as percent of DMSO wells; GFP response vs DMSO, % at 10 µM; 0.02% of 320,000 active;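 active = GFP response relative to DMSO above a set limit, near screen average plus 3 SD, cut at about 150% in these data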;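 note: median GFP channel fluorescence of the gated AGP1 strain per well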
# MEX-5 binding: C. elegans MEX-5 TCR-2 RNA binding activity | activity score (negative = inhibition of binding), % at 10 µM | 0.38% of 300,000 active | AID 1832 | MEX-5/FITC-TCR2 RNA binding, fluorescence polarization; hits give low values;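 active = inhibition past about -25% in most replicates, and total fluorescence under double the plate's negative control median, limit read from the data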;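 note: 0% = DMSO and -100% = 5 µM competing unlabeled TCR2 RNA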
# GLD-1 TGE inh: GLD-1-TGE RNA interaction inhibition (C. elegans); Q17339; purified GLD-1 + fluorescein TGE RNA, fluorescence polarization; inhibition, % at 5.96 µM; 0.44% of 320,000 active;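 active = percent inhibition above a per-plate cutoff, the plate mean of test compounds plus 3 SD, cut at about 30% in these data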;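 note: 0% = DMSO wells with GLD-1 and probe and 100% = wells lacking GLD-1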
# Target sequence (Q17339 whole entry, looked up): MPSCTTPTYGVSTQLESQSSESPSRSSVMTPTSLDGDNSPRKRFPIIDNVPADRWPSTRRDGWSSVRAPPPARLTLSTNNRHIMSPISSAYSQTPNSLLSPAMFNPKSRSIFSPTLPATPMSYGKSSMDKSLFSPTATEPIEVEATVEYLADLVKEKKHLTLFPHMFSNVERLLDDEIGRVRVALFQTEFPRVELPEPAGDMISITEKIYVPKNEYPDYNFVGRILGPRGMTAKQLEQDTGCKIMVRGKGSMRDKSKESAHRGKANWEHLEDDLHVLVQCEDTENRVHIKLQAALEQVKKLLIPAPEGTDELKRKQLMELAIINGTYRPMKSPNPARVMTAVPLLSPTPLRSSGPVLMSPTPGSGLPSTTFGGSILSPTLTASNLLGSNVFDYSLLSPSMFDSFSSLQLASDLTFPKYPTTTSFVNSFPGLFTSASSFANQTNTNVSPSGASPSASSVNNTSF
# VLA-4 inh: inhibition in a human VLA-4 binding assay; 0.2% of 330,000 active; VLA-4 expressing cells, ligand binding flow cytometry; P13612; inhibition, % (about 7 µM as worked out from the volumes in the protocol); in the data active = inhibition above about 50%
# Fam108B counter: blocks mouse Fam108B hydrolase in RBBP9 counter-screen; inhibition, % at 9.51 µM; recombinant Fam108B, FP-Rh probe fluorescence polarization; AID 1947; 0.33% of 300,000 active;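 active = inhibition above the screen mean inhibition plus 3 SD, computed separately per campaign, cut at about 18% in these data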;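 note: inhibitors lower polarization as less probe binds the enzyme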
# GRK2 aptamer HTS: human GRK2 inhibition via aptamer displacement. 0.59% of 330,000 active. inhibition of aptamer binding, % at 10 µM. bead flow cytometry, FAM-aptamer displacement from GRK2. AID 488847. P25098;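 active = inhibition of aptamer binding above 40%, roughly 3 SD of noise, on plates passing a quality check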;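 note: median bead fluorescence of bound FAM aptamer so fluorescent compounds give negative values; no value below 0 was filed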
# CIT2-GFP yeast: modulators of TOR pathway CIT2-GFP in S. cerevisiae. AID 2029. 0.065% of 320,000 active. S. cerevisiae CIT2-GFP strain, flow cytometry, 3 h; 100 means same as DMSO wells. GFP response vs DMSO, % at 10 µM;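 active = GFP response relative to DMSO above a set limit, near the screen mean plus 3 SD, cut at about 150% in these data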;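 note: ratio of well median GFP fluorescence to mean of DMSO wells on the plate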
# * marks the source's active call; other numbers are inactive results; x = not tested or not shown. Compounds were not picked by outcome. Share with any hit: about 2.2%.
SMILES,MCL1 BIM primary,BCLXL inh,AGP1-GFP MLPCN,MEX-5 binding,GLD-1 TGE inh,VLA-4 inh,Fam108B counter,GRK2 aptamer HTS,CIT2-GFP yeast
CCOP(=O)(c1ccc(N(C)C)cc1)C(O)c1ccccc1OC (centres undefined),2,6,103,1.4,8,0,1,0,85
CC12CNCC(C)(CN(C3(O)C(=O)Nc4ccc(Br)cc43)C1)C2=O (centres undefined),2,9,101,1.6,-5,-5,2,0,94
COC(=O)c1sccc1NC(=O)CSc1ccccc1NS(=O)(=O)c1ccc(Cl)cc1,0,-1,100,3.1,5,1,-3,25,95
O=C(O)CCCNS(=O)(=O)c1cccs1,4,7,99,-1.5,0,11,-2,18,103
OCCNC(=S)c1ccccc1,-12,-4,94,1.7,0,40,-6,0,90
CCN1CCc2c(sc(NC(=O)c3ccc4ccccc4c3)c2C(N)=O)C1,-53,-33,96,-46*,-82,16,-3,0,97
CCOc1ccc2[nH]c(=O)c(CN(Cc3nnnn3Cc3ccccc3)CC3CCCO3)cc2c1 (centres undefined),16,12,101,-1.2,6,-23,2,0,99
c1ccc2[nH]c(-c3cscn3)nc2c1,1,5,102,2.8,2,4,-1,0,96
CNC(=O)/C(=C\c1ccc2c(c1)OCO2)NC(=O)c1ccc(Br)cc1,13,6,95,1.8,5,4,2,4,99
CCOc1ccc(S(=O)(=O)N2CCN(C(=O)c3cc4ccccc4o3)CC2)cc1,x,x,103,x,-5,0,x,4,114
C/C(=N/NC(=O)CNc1ccc(Cl)cc1C)c1ccc(C)cc1,6,4,101,1.1,0,6,2,0,102
CC1CC(C)CN(CCCNC(=O)Cc2c(C(=O)O)n(C)c3ccccc23)C1 (centres undefined),7,1,107,1.5,5,7,1,0,111
CC(=O)Nc1cccc(/C(C)=N/NC(=O)c2cc(-c3ccncc3)nc3ccccc23)c1,-5,4,108,1.5,7,-4,7,0,108
COc1ccc(CC(=O)OCC(=O)NNC(=O)c2ccccc2)cc1,x,x,92,x,0,0,x,1,94
CC(C)Oc1ccc(C2C(C#N)=C(N)Oc3c2oc(CO)cc3=O)cc1 (centres undefined),-30,-8,103,-2.7,-26,3,1,4,96
O=C(COc1ccc(C(=O)c2ccc(F)cc2)cc1)Nc1cccc(S(=O)(=O)N2CCOCC2)c1,x,x,112,x,4,5,x,0,100
N#CC1=C(N)OC2=C(C(=O)CCC2)C12CCC1(CC2)OCCO1,9,13,105,-2.5,9,-16,-3,0,101
CCOC(=O)N1CCN(S(=O)(=O)c2ccc(C(=O)Nc3sc4c(c3C#N)CCC4)cc2)CC1,-1,2,107,2.1,-5,8,7,0,105
COc1ccccc1N1CC(C(=O)OCC(=O)c2ccc(F)cc2)CC1=O (centres undefined),6,4,110,0.3,2,7,-2,3,108
CCO[C@H]1OC(C(=O)NCc2ccccc2)=C[C@@H](c2ccccc2)[C@@H]1CCCO,0,3,95,1.6,3,-1,1,1,113
CC1Sc2ccccc2N(CC(=O)N(C(C)C)C(C)C)C1=O (centres undefined),2,5,93,1.0,11,2,3,5,87
CCc1nnc(NC(=O)CCC(=O)N2CCN(Cc3ccc(OC)c(F)c3)CC2)s1,1,-1,99,1.4,3,1,0,1,102
CNC(=S)N1N=C(c2ccc(C)cc2)CC1c1cc(OC)ccc1OC (centres undefined),12,5,95,3.2,6,11,1,3,97
COc1ccc(Cc2c(O)nc(SCC(C)C)[nH]c2=O)cc1,5,4,101,-2.7,8,8,6,5,101
COc1ccc(C(=O)NCC(=O)N/N=C/c2ccc([N+](=O)[O-])o2)cc1OC,7,3,110,x,4,-9,5,2,103
Nc1ncnc2c1ncn2[C@@H]1O[C@H](CNCc2ccccc2)[C@@H](O)[C@H]1O,x,x,101,x,-2,12,x,11,96
Cc1cc(Cl)c(S(=O)(=O)N2CCSCC2)cc1OCC(=O)NC1CCCCC1,2,2,102,-0.6,9,-3,-3,0,101
CCc1ccc(/C=C(\C#N)C(=O)NC2CCS(=O)(=O)C2)cc1 (centres undefined),x,x,104,x,4,16,x,0,100
C/C(=N\Nc1cccc([N+](=O)[O-])c1)c1ccccc1O,7,6,87,-0.6,-6,9,8,0,92
COc1ccccc1C(=O)N/N=C/c1cnc2ccccc2n1,0,2,100,-0.5,-8,21,-3,4,106
CCN(CC)S(=O)(=O)c1cccc(C(=O)N/N=C/c2ccc(O)c(O)c2O)c1,24,15,98,x,8,-5,11,1,82
CC1(C)CC2(CCO1)N1CC3(C)CN2CC(C)(C1)C3=O (centres undefined),3,4,103,0.1,7,-1,0,0,110
O=C(Nc1ccc2c(c1)OCCO2)c1ccc(CN2CCOCC2)cc1,-4,-3,85,0.0,6,4,1,0,85
CC(C)(C)NC(=S)NNC(=O)[C@H]1C[C@@H]1c1ccccc1,4,2,108,-2.5,-2,-2,1,0,98
CCc1noc(C)c1C(=O)Nc1nc(-c2ccc(OC)cc2)cs1,-1,-2,99,-5.9,6,0,-1,3,89
CCOC(=O)c1c(C)oc2ccc(O)c(CN3CCCCC3)c12,4,5,115,-5.5,5,-3,1,2,112
O=C(CCCc1c[nH]c2ccccc12)NCCc1c[nH]c2ccccc12,-5,2,101,-3.8,0,1,0,1,103
COc1ccc(N2C(=O)CC(N(CCc3ccc(S(N)(=O)=O)cc3)C(=S)Nc3ccccc3)C2=O)cc1 (centres undefined),-5,-4,104,-0.9,-7,6,-1,2,100
COc1ccc(NC(=S)Nc2ccc3snnc3c2)cc1,9,7,100,-3.8,8,2,0,0,99
O=C(COc1ncnc2ccccc12)NCCCN1CCCC1=O,4,1,105,1.9,4,1,1,0,108
CCOc1ccccc1C(=O)Nc1c[nH]c(=O)[nH]c1=O,x,x,105,2.7,x,10,x,0,106
CSc1cc(-c2ccccc2)[nH]c(=O)c1C#N,-53,-22,100,0.6,-10,27,1,2,102
CCOC(=O)Cn1c(CN2CCN(c3cccc(Cl)c3)CC2)nc2c1c(=O)[nH]c(=O)n2C,0,0,98,0.3,-3,-6,1,0,101
COc1cc2[nH]c(=O)n3nc(-c4ccccc4)nc3c2cc1OC,-4,2,101,-0.3,5,9,3,0,106
CN(Cc1cccc(Cl)c1Cl)c1ccc(S(=O)(=O)N2CCCCC2)cc1[N+](=O)[O-],1,0,106,-1.6,5,x,0,14,100
CCOc1c2ccc(C(=O)NCCc3cccs3)cc2nn1CC,2,8,92,0.8,1,16,1,0,85
C=CCNC(=O)c1ccc(S(=O)(=O)CC)c(Cl)c1Cl,0,5,101,-3.2,2,-3,10,0,97
CCCc1ccc(Oc2cn[nH]c2-c2ccc(O)cc2O)cc1,-3,1,100,-1.1,12,-6,6,0,89
COc1ccc(Nc2nc(N)c(C(=O)c3ccc(OC)cc3)s2)cc1,11,6,103,-2.0,0,-15,13,0,104
CC(C(=O)Nc1ccc2c(c1)OCO2)n1cnc2c1c(=O)n(C)c(=O)n2C (centres undefined),2,-1,98,x,-2,-2,x,2,97
O=C(Nn1c(-c2ccc(Br)cc2)nc2ccccc2c1=O)c1ccc([N+](=O)[O-])cc1,8,3,101,-4.9,7,-6,5,5,97
CC(C(=O)Nc1cccc([N+](=O)[O-])c1)N1C(=O)NC2(CCCC2)C1=O (centres undefined),0,1,77,0.9,0,8,-3,0,86
COc1ccc2[nH]c(=O)c(CN(CCO)C(=O)c3cccs3)cc2c1,3,1,100,-3.1,5,-1,-5,0,106
Cc1cccc(C(=O)OCC(=O)N2CCC(c3ccccc3)=N2)c1O,-7,-1,103,-7.1,-3,8,1,10,100
FC(F)(F)c1ccc(NC2=NCCC2)cc1,-2,-2,98,-1.2,-8,13,-7,3,98
O=C(NCc1ccccn1)C1CCC(CNS(=O)(=O)c2cccc3nsnc23)CC1 (centres undefined),1,-1,98,1.4,6,10,-1,1,100
C[C@H](CO)N1C[C@H](C)[C@@H](CN(C)Cc2ccc(C(=O)Nc3ccccc3N)cc2)Oc2c(NC(=O)C3CCCCC3)cccc2C1=O,x,x,105,x,0,6,x,0,96
CC1(C)Cc2c(C#N)c(N)n(-c3ccccc3)c(=S)c2CO1,8,9,123,-5.4,11,-7,-1,1,109
Cc1onc(-c2ccccc2Cl)c1C(=O)Nc1ccc(CN2CCCC2)cc1,3,2,109,0.4,7,18,-5,0,112
CCCN1CCC(=O)N([C@H](CSc2ccc(OC)cc2)CC(C)C)CC1,10,6,107,-2.6,6,-6,3,0,103

# 2 of the compounds above, with two lines to a compound.
# Sequence of screens: MCL1 BIM primary, BCLXL inh, AGP1-GFP MLPCN, MEX-5 binding, GLD-1 TGE inh, VLA-4 inh, Fam108B counter, GRK2 aptamer HTS, CIT2-GFP yeast
C[C@H](CO)N1C[C@H](C)[C@@H](CN(C)Cc2ccc(C(=O)Nc3ccccc3N)cc2)Oc2c(NC(=O)C3CCCCC3)cccc2C1=O
 : x, x, 105, x, 0, 6, x, 0, 96
CC1(C)Cc2c(C#N)c(N)n(-c3ccccc3)c(=S)c2CO1
 : 8, 9, 123, -5.4, 11, -7, -1, 1, 109

# The results go on.
SMILES,MCL1 BIM primary,BCLXL inh,AGP1-GFP MLPCN,MEX-5 binding,GLD-1 TGE inh,VLA-4 inh,Fam108B counter,GRK2 aptamer HTS,CIT2-GFP yeast
CC(=O)NC1C(=O)N=C(SCC(=O)NCc2ccccc2)NC1=O (centres undefined),10,-2,117,4.5,2,5,2,0,99
COc1cc(NC2=CC(=O)CC(C)(C)C2)cc(OC)c1OC,3,3,106,x,-6,-8,-6,4,102
Cc1ccc(C2C(C#N)=C(N)Oc3cc4c(cc32)OCO4)cc1 (centres undefined),-6,-1,100,-1.3,1,10,-3,0,88
COc1ccc(-c2nc3ccccc3c(=O)n2CCCn2ccnc2)cc1,-4,3,95,2.8,7,26,-1,1,101
Cc1ccc(CNC(=O)CSc2nc3ccccc3[nH]2)cc1,-14,-5,96,-1.1,0,3,5,x,109
CC1CC(C)(C)CC2(C1)NC(=O)N(CC(=O)N1CCN(S(=O)(=O)c3cccc(F)c3)CC1)C2=O (centres undefined),x,x,103,x,2,-2,x,0,105
Cc1c(O)nc(SCC(=O)Nc2nccs2)n(-c2ccccc2F)c1=O,x,x,93,-1.9,x,-19,x,0,107
Cc1ccc(CNC(=O)C2CCCN(c3ncnc4c3nc3n4CCCCC3)C2)cc1 (centres undefined),-3,-1,101,-2.3,5,1,-1,0,105
O=C(Cc1ccc(Br)cc1)NCCCn1ccnc1,12,2,105,1.6,3,-3,2,0,106
O=C(Cn1ncc2c([nH]c3ccccc32)c1=O)N1CCc2ccccc2C1,0,-2,102,-1.2,-3,1,-5,0,91
Cc1cccc(C)c1N1C(=O)C2ON(c3ccccc3)C(c3ccncc3)C2C1=O (centres undefined),-6,5,99,2.8,0,-15,1,0,99
CC(=O)OC(COc1cccc(C)c1)Cn1cnc2ccccc21 (centres undefined),3,7,105,1.3,4,-3,-1,0,102
COc1ccc(S(=O)(=O)N2CCC(C(=O)N3CCOCC3)CC2)cc1OC,2,4,98,-3.3,4,30,1,0,95
CCCC(=O)OCC(=O)Nc1ccccc1Sc1ccccc1,7,3,104,2.3,5,-6,1,0,108
O=C1CCC/C1=C\c1ccccc1,-5,-2,105,2.1,-2,0,-4,0,105
Cc1c(Br)cc(-c2nnco2)cc1Br,-7,-2,98,0.4,5,-4,0,0,110
O=C(COC(=O)c1ccccc1NCCO)NCCc1ccccc1,3,4,101,-0.2,0,-3,6,8,95
CC(=O)N1CCN(c2ccc(NC(=O)c3cccc(OCc4ccccc4)c3)cc2)CC1,2,2,106,2.5,-4,-8,3,4,99

# Assay outcomes as filed in PubChem BioAssay.
